Screens as filed in PubChem.
AHR activator = AHR activators, primary screen, cell-based, luminescence, luciferase reporter, human. AHR-responsive luciferase reporter cells. actives 2.5% (n = 320,000). Aryl hydrocarbon receptor (Homo sapiens), P35869. AID 2796, 2010. activation, % at 5 µM; in the data active = activation above about 47%;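 note: 0% = vehicle wells and 100% = reference agonist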
CTSL1 counter = Fasciola hepatica cathepsin L1 inhibitors, primary screen, counter-screen for PFM18AAP inhibitor project, biochemical, QFRET, fluorogenic peptide substrate | recombinant F. hepatica cathepsin L1, Z-Leu-Arg-MCA fluorescence | inhibition, % at 5.96 µM | actives 0.49% (n = 300,000);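 active = inhibition above the mean of all tested compounds plus 3 SD, set per screening campaign, cut at about 17% in these data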;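 note: 0% = plate median of test compound wells and 100% = 1 µM Z-Phe-Ala-diazomethylketone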
PP1 counter = PP1-alpha phosphatase inhibitors, primary screen, counter-screen for PP5 inhibitor project, biochemical, fluorescence, OMFP substrate, single point; actives 0.9% (n = 320,000); purified PP1alpha; inhibition, % at 6.7 µM; Serine/threonine-protein phosphatase PP1-alpha catalytic subunit (Homo sapiens), P62136;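 active = inhibition above the mean inhibition of all tested compounds plus 3 SD, computed separately for each screening campaign, cut at about 15% in these data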
Target sequence (P62136 whole entry, looked up): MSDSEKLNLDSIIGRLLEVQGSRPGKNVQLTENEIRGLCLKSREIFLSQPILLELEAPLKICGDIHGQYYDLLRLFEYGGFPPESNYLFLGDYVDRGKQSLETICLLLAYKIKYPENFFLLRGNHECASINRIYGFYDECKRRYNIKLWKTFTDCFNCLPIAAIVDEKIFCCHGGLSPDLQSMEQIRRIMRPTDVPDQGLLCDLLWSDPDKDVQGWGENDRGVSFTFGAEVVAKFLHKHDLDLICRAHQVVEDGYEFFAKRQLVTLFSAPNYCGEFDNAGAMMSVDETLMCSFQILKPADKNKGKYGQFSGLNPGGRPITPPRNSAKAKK
proCasp7 act = procaspase-7 activators, primary screen, counter-screen for procaspase-3 activator project, biochemical, absorbance, HTS, human. Caspase-7 (Homo sapiens), P55210. recombinant procaspase-7, Ac-DEVD-pNA absorbance 405 nm; D23A/D198A/D206A triple mutant, cannot self-cleave; scale: DMSO 0, 5 µM enzyme 100. AID 463210, 2010. activation, % at 8.5 µM. actives 0.093% (n = 330,000);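 active = percent activation above the screen-wide mean plus 3 SD, cut at about 25% in these data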
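Material: Procaspase-7 triple mutant (PC-7 D3A) | Quantity: 2 µM procaspase-7 mutant as dispensed | Reagent: DEVD-pNA substrate | Times: 1 h preincubation, 2 h reaction | Technique: 405 nm absorbance of p-nitroaniline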
PAFAH2 FP inh = PAFAH2 enzyme inhibitors, primary screen, biochemical, fluorescence polarization, human. Platelet-activating factor acetylhydrolase 2, cytoplasmic (Homo sapiens), Q99487. recombinant PAFAH2, FP-rhodamine activity probe. inhibition, % at 3.39 µM. actives 0.99% (n = 340,000). AID 492956, 2010;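 active = inhibition above the mean over all tested compounds plus 3 SD, cut at about 30% in these data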;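 note: inhibitors block probe labeling of enzyme so polarization drops; 0% = enzyme with DMSO and 100% = wells lacking PAFAH2 protein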
PP5 inh = PP5 phosphatase inhibitors, primary screen, biochemical, fluorescence; Serine/threonine-protein phosphatase 5 (Homo sapiens), P53041; purified PP5c, OMFP substrate fluorescence; inhibition, % at 6.7 µM; actives 0.18% (n = 320,000); AID 1987, 2009;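 active = inhibition above the campaign's mean inhibition across all tested compounds plus 3 SD, cut at about 9.5% in these data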;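 note: 0% = DMSO only and 100% = 100 µM cantharidin control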
Target sequence (P53041 whole entry, looked up): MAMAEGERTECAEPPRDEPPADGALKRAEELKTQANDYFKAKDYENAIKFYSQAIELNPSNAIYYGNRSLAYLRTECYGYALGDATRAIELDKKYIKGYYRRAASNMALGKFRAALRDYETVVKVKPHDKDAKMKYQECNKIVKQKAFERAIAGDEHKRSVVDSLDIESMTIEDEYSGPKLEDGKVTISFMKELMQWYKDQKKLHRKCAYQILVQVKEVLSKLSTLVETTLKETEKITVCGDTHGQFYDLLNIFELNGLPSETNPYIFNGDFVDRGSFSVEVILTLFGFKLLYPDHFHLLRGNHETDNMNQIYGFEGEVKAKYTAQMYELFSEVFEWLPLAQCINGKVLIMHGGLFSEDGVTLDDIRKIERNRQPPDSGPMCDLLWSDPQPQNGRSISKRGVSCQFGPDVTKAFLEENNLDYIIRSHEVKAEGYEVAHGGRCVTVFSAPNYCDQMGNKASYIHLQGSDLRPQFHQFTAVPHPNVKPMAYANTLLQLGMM
TPT1 inhibitor = Candida albicans TPT1 enzyme inhibitors, primary screen, biochemical, fluorescence polarization; tRNA 2'-phosphotransferase TPT1 (Candida albicans SC5314); recombinant caTPT1, FP RNA substrate dephosphorylation; inhibition, % at 5 µM; actives 0.81% (n = 300,000); AID 1962, 2009;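 active = inhibition above the mean of all tested compounds plus 3 SD, set per screening campaign, cut at about 24% in these data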;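 note: plate controls were DMSO alone for no effect and ferristatin control at 100 nM for full effect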
HCV core dimer = inhibitors of HCV core protein dimerization, primary screen, biochemical, TR-FRET, high-throughput. TR-FRET GST/Flag-core106 dimerization, 1536-well. inhibition, % at 5 µM. actives 0.33% (n = 300,000). AID 1899, 2009;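 active = inhibition above the mean of all tested compounds plus 3 SD, set per screening campaign, cut at about 45% in these data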
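Assay system: tagged HCV core106 pair (GST and Flag); medium: KF-containing HEPES buffer, pH 7.45, DTT, CHAPS, BSA; also added: Eu donor and XL665 acceptor anti-tag antibodies; dosing: 5 µM single dose; timing: compound-protein-antibody incubation 4 h at 22.5 °C; signal: TR-FRET 671 and 617 nm emission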
procasp3 activ = activators of human procaspase-3 D3A mutant, primary screen, biochemical, absorbance, PC-3 D3A mutant, single concentration. Caspase-3 (Homo sapiens), P42574. recombinant procaspase-3 D3A, Ac-DEVD-pNA absorbance 405 nm. activation, % at 8.5 µM. actives 0.11% (n = 330,000). AID 463141, 2010;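 active = activation above the mean of all tested compounds plus 3 SD, cut at about 21% in these data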;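 note: 0% = DMSO alone and 100% = DMSO wells spiked with extra 5 µM PC-3 D3A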
Target sequence (P42574 whole entry D9A/D28A/D175A): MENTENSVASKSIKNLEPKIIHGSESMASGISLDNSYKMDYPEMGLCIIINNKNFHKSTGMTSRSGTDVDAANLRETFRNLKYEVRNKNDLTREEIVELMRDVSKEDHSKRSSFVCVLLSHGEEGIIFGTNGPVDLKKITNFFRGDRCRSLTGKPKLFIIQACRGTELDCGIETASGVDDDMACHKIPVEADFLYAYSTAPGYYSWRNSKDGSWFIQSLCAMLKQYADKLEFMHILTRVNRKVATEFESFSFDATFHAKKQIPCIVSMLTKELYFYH
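Assay system – Procaspase-3 D3A mutant, all three cleavage aspartates alanine · Controls – DMSO-only low control, 5 µM PC-3 D3A high control · Schedule – 1 h compound preincubation, 2 h substrate hydrolysis at 25 °C · Signal – 405 nm absorbance of p-nitroaniline, reads at 0 and 120 min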
The depositor's hits bear a star; / = no result given.

Each structure is followed by: AHR activator, CTSL1 counter, PP1 counter, proCasp7 act, PAFAH2 FP inh, PP5 inh, TPT1 inhibitor, HCV core dimer, procasp3 activ
- O=S(=O)(c1ccc(F)cc1)N1CCN(c2ccccc2)CC1
→ 1, -1, -1, -1, -3, 1.0, 6, -2, 1
- O=C(CSc1nnc(CNC(=O)c2ccccc2)o1)Nc1nccs1
→ -1, -2, -3, -6, -3, 0.9, -1, -5, 19
- COc1ccc(C(=O)C2CCCN(S(=O)(=O)c3ccccc3F)C2)c(C)c1 (stereo not drawn)
→ 0, -1, 2, 10, 2, 2.1, 0, 3, 13
- CCc1ccc(NS(=O)(=O)c2cc3[nH]c(=O)c(=O)[nH]c3cc2C)cc1
→ 2, 2, 5, -1, 1, 0.7, 2, -1, -5
- COc1ccccc1C(=O)NNC(=O)C(=O)Nc1cccc(Cl)c1C
→ 11, 0, 1, 5, 25, 1.4, 2, -41, -2
- Cc1ccc(Cl)cc1NC(=O)Cn1cc2c(n1)CCCC2
→ 1, 2, 2, 9, -4, 3.2, -2, 1, 0
- Cc1ccc(-c2cc(-c3ccccc3)c(C#N)c(N)n2)o1
→ 6, 3, 3, -19, 15, 4.8, 9, 13, -9
- CNS(=O)(=O)c1ccc(OC)c(-c2nnc3c4ccccc4c(C)nn23)c1
→ 2, 0, -3, -1, 3, 2.8, 4, -2, 3
- Cc1ccc(/C=N/NC(=O)c2ccco2)s1
→ 22, 2, 1, -5, 2, 4.4, 0, -5, -1
- O=C(COC(=O)c1ccccc1)NC12CC3CC(CC(C3)C1)C2
→ 0, /, -3, -10, 79*, 1.7, /, /, -6
- COc1cccc(C(Nc2ccccn2)c2oc(CO)cc(=O)c2O)c1 (stereo not drawn)
→ 3, -4, -7, -8, 4, -1.7, -3, 0, 2
- CC1CCCN(CCCN2C(=O)C3C(C(=O)Nc4cccc(Cl)c4)C4C=CC3(O4)C2C(=O)NC2CCCCC2)C1 (stereo not drawn)
→ -2, 0, -3, 4, -3, -3.4, 0, 0, 7
- O=C(NNS(=O)(=O)c1ccccc1[N+](=O)[O-])c1cccc(Br)c1
→ 3, -2, 3, 5, 0, -0.8, -3, -8, 10
- C=C(C)C(O)Cc1c(OC)ccc(C(=O)/C=C/c2ccc(O)cc2)c1O (stereo not drawn)
→ 0, /, /, -7, -1, /, /, /, 0
- Cc1ccc(S(=O)(=O)N2CCN(C(=O)CN3CCOCC3)C2C(C)C)cc1 (stereo not drawn)
→ 1, -6, -5, 4, -5, 12*, -1, 3, -11
- Nc1cc(=O)[nH]c(=O)n1Cc1ccco1
→ 1, -9, -4, 13, 3, 4.7, 2, -2, 4
- CC(C)(C)n1ncc2c(=O)n(CC(=O)NCc3ccco3)cnc21
→ 9, 0, -2, 3, -4, 1.3, 3, 2, 7
- COCCN(C(=S)Nc1ccc(C(C)C)cc1)C(C)c1cccs1 (stereo not drawn)
→ 0, 0, 0, -1, 0, -1.3, -1, 4, 1
- COc1cc(/C=C/C(=O)c2ccc3c(c2)OCO3)cc(Cl)c1O
→ 13, 1, -7, -11, -3, -6.3, 82*, 16, -10
- C=CCOc1c(Br)cc(/C=C(\C#N)C(N)=O)cc1OC
→ 5, -1, 6, 3, 1, 1.2, 4, -3, 0
- Cn1c(SCC(=O)NNC(=S)Nc2ccccc2)nnc1-c1ccccc1
→ 1, -2, -4, -13, 3, -0.6, 2, -2, -8
- O=S(=O)(NCc1ccccc1Br)c1ccccc1Br
→ -1, /, 4, -4, 4, -1.5, /, /, 4
- COc1ccc(C(=O)NC(=S)NCc2ccco2)cc1
→ 18, 2, -1, -15, -2, 0.3, 3, 3, -15
- O=C(NCc1cccnc1)Nc1cccc(NC(=O)NCc2cccnc2)c1F
→ 2, 0, 12, 2, -2, 1.6, 1, 3, 3
- Cc1cc(=O)n2[nH]c(-c3ccc(Cl)cc3)cc2n1
→ 46, 1, -1, 3, 4, 2.2, -2, 3, 6
- COC(=O)c1ccc(NC(=O)C(=O)N2CCN(C(=S)Nc3cccc(C)c3C)CC2)cc1
→ 1, 1, -7, 10, -6, 2.1, -5, -1, 4
- Cc1ccc(-n2c(=O)[nH]c3c(C(N)=O)nc(-c4ccc(C)o4)nc32)cc1
→ 27, 2, 5, 15, -11, 1.8, 3, 3, 3
- Cc1cc(C(=O)NNC(=O)c2ccc(Cl)cc2)no1
→ -1, -2, -2, 11, 5, -0.3, -3, -1, -4
- C=CCN(Cc1cccs1)C(=O)COc1ccc2c(c1)OCO2
→ 21, /, /, -14, 7, /, /, /, -1
- CCOC(=O)c1nn(-c2ccccc2)c(=O)cc1OCC(=O)Nc1cc(C)ccc1OC
→ 1, -1, -6, 6, 8, 1.1, 1, 2, 4
- CC(=O)c1cccc(Nc2cc(C)nc3ccc(C)cc23)c1
→ 13, 4, -1, 12, 5, -0.9, 5, 3, 8
- CCOc1cc2[nH]c(=S)n(CCC(=O)NCc3ccc(OC)cc3)c(=O)c2cc1OCC
→ -1, 0, -2, 19, -4, 0.8, 2, 3, 4
- CCCc1nnc2n1N=C(c1ccc(OC)c(OC)c1)CS2
→ 8, 2, 1, 8, 2, -1.6, -4, -1, 9
- C#CCSc1nnnn1-c1cccc(Cl)c1
→ -2, -4, -12, 2, 1, 1.0, -3, 5, 1
- Cc1cccc(-n2nnnc2SCc2csc(-c3ccccc3)n2)c1
→ 0, -2, -1, -5, 0, 3.0, -1, 1, 2
- Cc1ccc(NC(=O)C2C3/C=C\CCCCC32)cc1 (stereo not drawn)
→ 3, -4, 2, -9, -1, 4.4, -3, -2, 9
- O=S(=O)(c1ccccc1)N1CCN(C2CCN(Cc3ccccc3)CC2)CC1
→ -1, -6, -2, 7, 1, -0.5, -3, -1, -4
- CS(=O)(=O)N(Cc1ccc(Cl)cc1)c1ccc(C(=O)NCCSc2ccccn2)cc1
→ 3, 0, 4, -1, 2, 1.4, 0, 6, 8
- COc1ccc(CCNC(=O)C(C)OC(=O)c2nsc(Cl)c2Cl)cc1OC (stereo not drawn)
→ -1, -2, 0, -4, 2, -0.8, -2, 6, 8
- CCOC(=O)C1CCCN(Cc2nc(N)nc(Nc3ccc(Cl)cc3)n2)C1 (stereo not drawn)
→ -3, 4, 2, -5, -6, 2.4, 5, -6, 3

Rewritten with each value named: entries from further up.
> Cc1cc(=O)n2[nH]c(-c3ccc(Cl)cc3)cc2n1
  AHR activator: 46; CTSL1 counter: 1; PP1 counter: -1; proCasp7 act: 3; PAFAH2 FP inh: 4; PP5 inh: 2.2; TPT1 inhibitor: -2; HCV core dimer: 3; procasp3 activ: 6

> COC(=O)c1ccc(NC(=O)C(=O)N2CCN(C(=S)Nc3cccc(C)c3C)CC2)cc1
  AHR activator: 1; CTSL1 counter: 1; PP1 counter: -7; proCasp7 act: 10; PAFAH2 FP inh: -6; PP5 inh: 2.1; TPT1 inhibitor: -5; HCV core dimer: -1; procasp3 activ: 4

New compounds follow
smiles	AHR activator	CTSL1 counter	PP1 counter	proCasp7 act	PAFAH2 FP inh	PP5 inh	TPT1 inhibitor	HCV core dimer	procasp3 activ
Cc1[nH]c2ccc3ccccc3c2c(=O)c1C/C=C/Cl	47*	3	0	3	-4	3.2	0	-1	-3
NC(=O)c1cc(NC(=O)COC(=O)CCCN2C(=O)c3cccc4cccc(c34)C2=O)cc(C(N)=O)c1	-2	/	/	19	-1	/	/	/	9
Oc1cc(NCCc2cccnc2)cc2cccnc12	13	/	/	-9	1	/	/	/	-8
O=C(c1ccccc1)N1N=C(c2ccccc2)CC1c1ccccc1 (stereo not drawn)	4	6	2	-3	-1	4.0	-1	8	-1
O=C(CSc1ncnc2c1oc1ccccc12)Nc1cccc(F)c1	4	4	-2	-5	-2	0.7	0	-2	4
COc1ccc(S(=O)(=O)N(CC(=O)NCc2ccncc2)c2ccc(C)cc2)cc1OC	1	1	0	2	-6	1.6	-2	5	5
CC(C)NS(=O)(=O)c1ccc(OCC(=O)NCC2CCCO2)c(Cl)c1 (stereo not drawn)	0	1	2	-2	0	0.0	-6	-5	1
COc1cc(NC(=O)Cn2c(-c3cncs3)nc3ccccc32)cc(OC)c1OC	-1	-3	-5	4	-8	2.8	0	0	3
CCCCOc1ccc(-c2cnc3ccccc3n2)cc1	-7	-1	2	9	1	0.1	1	-11	-4
CC1CCCN(C(=O)COC(=O)Cn2cnc3ccccc32)C1 (stereo not drawn)	11	/	/	6	4	/	/	/	0
Cc1cc(C)cc(NCc2cc3c(cc2[N+](=O)[O-])OCO3)c1	24	3	2	0	8	3.0	-1	12	2
Cc1cccc(-n2c(=O)[nH]c3c(C(N)=O)nc(C(C)C)nc32)c1	53*	17*	9	3	-2	0.1	-1	34	-6
Cc1ccc(CNC(=O)CC2Nc3c4ccccc4nc(=S)n3C2=O)cc1 (stereo not drawn)	0	-1	1	-3	/	1.4	-2	13	3
CCN(CC)c1ccc(C2CC(=O)Nc3cc(OC)c(OC)cc32)cc1 (stereo not drawn)	7	2	-3	-2	6	1.2	-3	-2	-6
COc1cccc(C(=O)/C=C/Nc2ccc(S(=O)(=O)Nc3cccc(C(C)=O)c3)cc2)c1	8	4	2	8	-11	3.7	-3	25	1

Another view of part of the listing above:
> O=C(CSc1ncnc2c1oc1ccccc12)Nc1cccc(F)c1
  AHR activator = 4; CTSL1 counter = 4; PP1 counter = -2; proCasp7 act = -5; PAFAH2 FP inh = -2; PP5 inh = 0.7; TPT1 inhibitor = 0; HCV core dimer = -2; procasp3 activ = 4
> COc1ccc(S(=O)(=O)N(CC(=O)NCc2ccncc2)c2ccc(C)cc2)cc1OC
  AHR activator = 1; CTSL1 counter = 1; PP1 counter = 0; proCasp7 act = 2; PAFAH2 FP inh = -6; PP5 inh = 1.6; TPT1 inhibitor = -2; HCV core dimer = 5; procasp3 activ = 5
> CC(C)NS(=O)(=O)c1ccc(OCC(=O)NCC2CCCO2)c(Cl)c1 (stereo not drawn)
  AHR activator = 0; CTSL1 counter = 1; PP1 counter = 2; proCasp7 act = -2; PAFAH2 FP inh = 0; PP5 inh = 0.0; TPT1 inhibitor = -6; HCV core dimer = -5; procasp3 activ = 1
> COc1cc(NC(=O)Cn2c(-c3cncs3)nc3ccccc32)cc(OC)c1OC
  AHR activator = -1; CTSL1 counter = -3; PP1 counter = -5; proCasp7 act = 4; PAFAH2 FP inh = -8; PP5 inh = 2.8; TPT1 inhibitor = 0; HCV core dimer = 0; procasp3 activ = 3
